From PubChem
KRASV12 cytotoxicity: viability loss of HPDE-C7K cells – cell-based, fluorescence, HTS, primary screen (AID 431) | HPDE-C7K KRASV12 cells, Alamar Blue viability, 48 h; higher % means a stronger effect | cytotoxicity, % at 10 µM; hits with a dose series show EC50 in µM | actives 1.7% (n = 63,000);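 active = compounds whose percent cytotoxicity in the single-dose primary screen, scaled between solvent and toxic-drug controls, exceeds 50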;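 note: 0% = DMSO solvent wells and 100% = doxorubicin-treated wells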
HT1080 cytotoxicity: cytotoxicity in HT1080 fibrosarcoma cells, cell-based, fluorescence readout (AID 620) | HT1080 viability, fluorescence; higher % means a stronger effect | cytotoxicity, % at 10 µM; hits with a dose series show EC50 in µM | actives 0.42% (n = 87,000);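 note: cells exposed to compound overnight then 4 h with Alamar Blue; 0% = vehicle DMSO and 100% = killing control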
PMK inhibit: S. pneumoniae PMK inhibition. actives 0.49% (n = 65,000). inhibition, % at 10 µM. AID 539. purified PMK, PK/LDH-coupled NADH absorbance 340 nm;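 active = top-ranked compounds by inhibition in the single 10 µM screen, taking a fixed number of the strongest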;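 note: 0% = full reaction with DMSO carrier and 100% = background rate without enzyme reaction; no value below 0 was filed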
HPDE-C7 cytotoxicity: cytotoxicity in HPDE-C7 cells, cell-based, fluorescence, HTS (AID 430); HPDE-C7 pancreatic duct cells viability, fluorescence; higher % means a stronger effect; cytotoxicity, % at 10 µM; hits with a dose series show EC50 in µM; actives 1.8% (n = 63,000);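 note: cells exposed to compound for 48 hours before viability readout; 0% = vehicle and 100% = reference cytotoxic drug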
Bfl-1 displacement: displacement of Bid BH3 peptide from Bfl-1 – biochemical, fluorescence polarization, FITC-Bid, mouse, primary screen (AID 432) | FITC-Bid BH3 peptide fluorescence polarization displacement; higher % means a stronger effect | displacement, % at 20 µM; hits with a dose series show IC50 in µM | actives 0.02% (n = 64,000); in the data active = a potency from the dose series; inactive = the rest, 99 in 100 with displacement below about 15%; note: strong numbers were not always called active
LYP inhibition: LYP phosphatase inhibitors, primary screen, biochemical, DiFMUP fluorescence, recombinant catalytic domain, 10 µM (AID 606) | recombinant LYP catalytic domain, DiFMUP fluorescence; higher % means a stronger effect | inhibition, % at 10 µM; hits with a dose series show IC50 in µM | 52,000 tested, under 10 active;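 active = IC50 under 40 µM in the dose-response test; inactive = IC50 of 40 µM or more, or never dose-tested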
MK inhibit: blocks S. pneumoniae mevalonate kinase. purified MK, PK/LDH-coupled NADH absorbance 340 nm. inhibition, % at 10 µM. actives 0.48% (n = 65,000). AID 555;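 active = ranked among the strongest by inhibition in the single 10 µM screen, a fixed top-ranked set picked for dose follow-up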; note: no value below 0 was filed
Alkaline phosphatase: inhibition of tissue-nonspecific alkaline phosphatase – biochemical, luminescent (AID 518); actives 0.09% (n = 64,000); purified TNAP enzyme, luminescent substrate readout; higher % means a stronger effect; one-dose inhibition, % at 20 µM; IC50 in µM for titrated hits; in the data active = a potency from the dose series; inactive = the rest, 99 in 100 with inhibition below about 22%;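 note: plate controls were vehicle for no effect and reference inhibitor for full effect; many of its hits are not listed in these tables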
Spn DPM-DC inh: blocks S. pneumoniae diphosphomevalonate decarboxylase | calls only at 10 µM | AID 556 | purified DPM-DC, PK/LDH coupled NADH fluorescence | actives 0.49% (n = 65,000);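 active = the 320 compounds with the highest percent inhibition in the single-dose primary screen, excluding strongly autofluorescent ones, cut at about 32% in these data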;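 note: kinetic rate of NADH fluorescence loss reporting ADP formed by the decarboxylase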
PMK inhibit pilot replicates: second read-out of PMK inhibit, no call of its own (marks repeat the call); inhibition, %; measured here: pilot screen replicates
MK inhibit pilot replicates: second read-out of MK inhibit, no call of its own (marks repeat the call); inhibition, %; measured here: pilot screen replicates
Spn DPM-DC inh pilot screen %: further read-out of Spn DPM-DC inh, marked with its call; inhibition, %; measured here: pilot screen trials
Numbers without * were called inactive; i = inactive; nt = not tested or not shown; + = active, no number; [ ] = dose if it differs, or a comment. Cut-off read from the data, not from the text of the source, unless noted: active = cytotoxicity above about 50%; inactive = the rest.

SMILES	KRASV12 cytotoxicity	HT1080 cytotoxicity	PMK inhibit	HPDE-C7 cytotoxicity	Bfl-1 displacement	LYP inhibition	MK inhibit	Alkaline phosphatase	Spn DPM-DC inh	others
CCn1nnnc1Oc1ccc(Cl)cc1	-3%	1%	6	4%	-5%	0%	9	7%	i
CC(C)OCCCNC(=O)CCN1C(=O)COc2ccccc21	2%	7%	11	-8%	-2%	-12%	0	10%	i
COc1cc2c(C#N)c(N3CCN(c4ccccc4OC)CC3)nc(N)c2c(N)n1	57%*	33%	0	55%*	-6%	-8%	12	12%	+[fluoresces]	PMK inhibit pilot replicates=1.0;MK inhibit pilot replicates=4.0;Spn DPM-DC inh pilot screen %=70*
CCOC(=O)c1sc2ncnc(N3CCN(C(=O)OCC)CC3)c2c1C	12%	11%	11	-18%	-8%	nt	0	2%	i
Cc1ccc(NC(=O)C(C)Sc2nnc(-c3cccnc3)o2)cc1 (centres undefined)	-4%	0%	7	-9%	-8%	5%	6	12%	i
Cc1csc2nc(CNC(=O)C3CC=CCC3C(=O)O)cn12 (centres undefined)	-8%	4%	0	4%	0%	-1%	0	8%	i
COc1ccc(C(=O)Nc2cccc(OC)c2)cc1	7%	24%	0	-2%	6%	7%	0	15%	i
CCN(C(=O)c1ccc(C(C)(C)C)cc1)c1nnc(Cn2nnc3ccccc32)s1	88%*	-26%	14	82%*	1%	nt	7	10%	i
COc1ccccc1NC(=O)CCN1CCCCCC1	-4%	nt	7	-9%	1%	-1%	0	10%	i
Cc1ccc(S(=O)(=O)N2CCCC2C(=O)OCC(=O)Nc2ccc3c(c2)OCO3)cc1 (centres undefined)	0%	0%	0	4%	-5%	nt	0	8%	i
O=C1CCCC2=C1C(c1ccc3c(c1)OCO3)c1c([nH]n(-c3ccccc3)c1=O)N2 (centres undefined)	-7%	4%	2	-6%	2%	17%	9	14%	i
CC1CC(=O)c2cnc(Nc3cccc(C(F)(F)F)c3)nc2C1 (centres undefined)	22%	-9%	4	9%	0%	1%	4	6%	i
CCCN1CN(Cc2ccco2)c2nc3ccccc3n2C1	-17%	-5%	3	-15%	7%	nt	13	15%	i
CCc1cc(=O)oc2cc(C)c3c(C)coc3c12	0%	-5%	6	-9%	1%	-3%	5	11%	i
COC(=O)c1ccc(OC)c(CSc2nnc(COc3cccc(C)c3)o2)c1	15%	-6%	0	-11%	2%	8%	7	11%	i
COC(=O)c1ccc(-n2nnnc2SCC(=O)NCc2cccc(C(=O)O)c2)cc1	-2%	27%	6	-5%	3%	9%	4	17%	i
Cn1c(CNC(=O)Nc2ccccc2)nnc1SCc1ccccc1	-20%	6%	4	-14%	0%	0%	5	9%	i
O=C(c1ccc(Cn2cc(Br)cn2)cc1)N1CCN(c2ccccc2)CC1	54%*	3%	0	53%*	-4%	0%	6	6%	i
N#CCCCSc1nnc(-c2ccccn2)o1	4%	0%	17	6%	-5%	5%	13	8%	i
CCCCOc1ccc(-c2ncc(Cl)cn2)cc1	-15%	-7%	23	-23%	-9%	3%	3	17%	i	PMK inhibit pilot replicates=1.0;MK inhibit pilot replicates=1.0;Spn DPM-DC inh pilot screen %=0.0
CCC(C)NC(=O)C1CCN(S(=O)(=O)c2cccc3cccnc23)CC1 (centres undefined)	0%	5%	18	6%	6%	12%	0	4%	i
COc1cccc(-n2c(=O)[nH]cc(C(=O)Nc3ccc4c(c3)OCCO4)c2=O)c1	-12%	-2%	11	-11%	-12%	0%	2	8%	i
O=C(Cn1cnc2c(nnn2Cc2ccccc2)c1=O)NCC1CCCO1 (centres undefined)	2%	1%	4	-5%	1%	5%	4	1%	i
c1coc(-c2nc3ccccc3nc2-c2ccco2)c1	-6%	-2%	0	-6%	-2%	12%	20	1%	i
O=C(NC1CCCCCCC1)c1ccccc1O	-14%	20%	19	-9%	1%	-5%	0	0%	i
CCOc1ccc(CC2CC(=O)NC2=O)cc1 (centres undefined)	6%	16%	2	1%	-10%	9%	1	12%	i
COCCCNC(=O)CN(c1ccc(Cl)c(Cl)c1)S(C)(=O)=O	5%	-5%	7	6%	-2%	2%	6	8%	i
Clc1ccc(OCc2nn3c(-c4ccccc4)nnc3s2)c(Cl)c1	-5%	1%	4	-12%	-9%	-5%	8	20%	i
COc1ccc(C(=O)NCC(=O)OC2CCCCC2=O)cc1 (centres undefined)	-18%	1%	0	-8%	-8%	13%	12	-2%	i
CCCS(=O)(=O)N1CCCC(C(=O)NCCCN2CCN(c3cccc(Cl)c3)CC2)C1 (centres undefined)	-5%	13%	6	-9%	-1%	nt	4	1%	i

4 entries drawn at random from those above, as already listed:
SMILES	KRASV12 cytotoxicity	HT1080 cytotoxicity	PMK inhibit	HPDE-C7 cytotoxicity	Bfl-1 displacement	LYP inhibition	MK inhibit	Alkaline phosphatase	Spn DPM-DC inh	others
Cc1csc2nc(CNC(=O)C3CC=CCC3C(=O)O)cn12 (centres undefined)	-8%	4%	0	4%	0%	-1%	0	8%	i
CCn1nnnc1Oc1ccc(Cl)cc1	-3%	1%	6	4%	-5%	0%	9	7%	i
O=C(Cn1cnc2c(nnn2Cc2ccccc2)c1=O)NCC1CCCO1 (centres undefined)	2%	1%	4	-5%	1%	5%	4	1%	i
CCCS(=O)(=O)N1CCCC(C(=O)NCCCN2CCN(c3cccc(Cl)c3)CC2)C1 (centres undefined)	-5%	13%	6	-9%	-1%	nt	4	1%	i

(continued)
SMILES	KRASV12 cytotoxicity	HT1080 cytotoxicity	PMK inhibit	HPDE-C7 cytotoxicity	Bfl-1 displacement	LYP inhibition	MK inhibit	Alkaline phosphatase	Spn DPM-DC inh	others
COc1ccc(OC)c(S(=O)(=O)NCc2csc(-c3ccccc3)n2)c1	nt	6%	12	nt	nt	-5%	18	nt	i
COc1ccc(-c2nn3c(COc4ccccc4)nnc3s2)cc1OC	-11%	-7%	4	-10%	-4%	4%	5	12%	i
O=C(NCCCCNC(=O)c1c(F)c(F)c(F)c(F)c1F)c1c(F)c(F)c(F)c(F)c1F	1%	0%	0	11%	-2%	-1%	2	7%	i	PMK inhibit pilot replicates=0.0;MK inhibit pilot replicates=0.0;Spn DPM-DC inh pilot screen %=0.0
CC1CCC2(CC1)NC(=O)N(CC(=O)NC(=O)NC1CCCC1)C2=O (centres undefined)	-4%	2%	17	3%	6%	0%	0	3%	i
CCOc1ccc2[nH]c(=O)c(=O)[nH]c2c1	5%	3%	4	2%	-2%	-12%	16	6%	i
Nc1ccc(CCc2nc3ccccc3o2)cc1	9%	-17%	11	10%	-6%	nt	11	7%	i
O=C(NCC1CCCO1)c1nc2c(nnn2Cc2ccc(F)cc2)c(=O)[nH]1 (centres undefined)	-13%	21%	1	-24%	6%	10%	5	3%	i
CC1(C)CC(=O)C(C=Nc2ccc3[nH]ncc3c2)=C(O)C1	15%	-10%	0	7%	7%	-8%	4	18%	i
Cc1cccn2c(=O)c3cc(C(=O)N4CCN(C(=O)c5ccco5)CC4)n(C)c3nc12	-9%	13%	7	4%	2%	1%	0	-6%	nt
CCOC(=O)c1cnc(-n2nc(C)cc2C)nc1NCCc1ccccc1	nt	-13%	14	nt	-1%	12%	4	8%	i
CCOC(=O)c1c(C)c(C(=O)Nc2ccc(N(C)C)cc2)c(C)n1CC	42%	18%	4	54%*	-11%	-1%	4	8%	i
Cc1ccc(NC(=O)c2cc(-c3ccco3)on2)cc1	4%	3%	9	0%	-13%	8%	7	8%	i
COC(=O)c1cc2ccsc2n1CC(=O)Nc1cc(C)cc(C)c1	0%	27%	9	0%	-2%	-6%	9	19%	i	PMK inhibit pilot replicates=0.0;MK inhibit pilot replicates=1.5;Spn DPM-DC inh pilot screen %=0.0
CCn1c2ccccc2c2cc(Nc3cc(C)nc4ncnn34)ccc21	74%*	nt	12	64%*	3%	15%	12	3%	i	PMK inhibit pilot replicates=0.0;MK inhibit pilot replicates=2.0;Spn DPM-DC inh pilot screen %=0.0
Cc1ccccc1-n1c(SC/C(O)=C(\C#N)c2nc3ccccc3[nH]2)nnc1-c1ccncc1	1%	5%	2	-18%	-8%	nt	0	5%	i
O=C(CCC1(C(=O)O)CCC(=O)NC1)NCc1ccccc1 (centres undefined)	2%	-18%	15	0%	6%	nt	8	8%	i
Cc1ccnc(NC(=O)CCC(=O)N(CC(=O)NC(C)(C)C)C2CCCC2)c1	-8%	5%	10	0%	-9%	nt	11	8%	i	PMK inhibit pilot replicates=7.0;MK inhibit pilot replicates=0.0;Spn DPM-DC inh pilot screen %=1.5
CCOc1cccc(-c2nnc(SCC(=O)Nc3cc(OC)cc(OC)c3)n2N)c1	-14%	0%	0	-23%	0%	-1%	13	11%	i
Cc1noc(C)c1C(=O)Nc1ccc(Cl)cc1C(F)(F)F	12%	3%	6	1%	2%	-3%	13	15%	i	PMK inhibit pilot replicates=1.0;MK inhibit pilot replicates=0.0;Spn DPM-DC inh pilot screen %=1.0
CSC1CCCCC1(O)CSc1nc2ccccc2o1 (centres undefined)	0%	-1%	5	2%	6%	8%	6	4%	i
CC(C)C(=O)N1CCc2cc(-c3csc(N)n3)ccc21	-1%	-5%	5	0%	-10%	-1%	0	5%	i
O=S(=O)(c1ccc(NCCc2c[nH]c3ccccc23)nc1)N1CCOCC1	-11%	-2%	3	-3%	2%	8%	6	5%	i
CCOc1ccccc1OCCCCN1CCCC1	17%	0%	0	3%	-3%	5%	50*	17%	i	PMK inhibit pilot replicates=7.5;MK inhibit pilot replicates=3.0*;Spn DPM-DC inh pilot screen %=0.0
O=C1C(=O)N(Cc2ccco2)C(c2cccc(Cl)c2)/C1=C(\O)c1ccc2c(c1)OCCO2 (centres undefined)	2%	6%	9	4%	-3%	-4%	1	14%	i
COc1ccc(CCn2c(SCC(=O)Nc3cc(C)on3)nc3ccccc3c2=O)cc1OC	32%	6%	7	38%	-10%	-14%	3	4%	i
COc1nc(-c2ccccc2)ccc1-c1noc(C)n1	-8%	0%	0	-5%	-5%	4%	9	2%	i
COCCn1c(SCC(=O)OC(C)C)nnc1-c1ccccc1	6%	1%	11	-6%	-2%	-8%	1	15%	i
COc1ccc(-c2nnc3sc(C4CCCCC4)nn23)cc1OC	4%	-16%	12	2%	-6%	14%	9	-6%	i
COc1ccc(C(=O)CN2CCN(c3ccc(F)cc3)CC2)cc1OC	-2%	0%	11	5%	1%	-8%	5	0%	i
CCCC1=C(C(=O)OCC)C(c2ccc(NC(C)=O)cc2)NC(=O)N1 (centres undefined)	-22%	8%	8	-14%	2%	3%	2	-6%	i
O=C(Nc1ccc2oc(-c3ccncc3)nc2c1)c1ccccc1F	5%	-3%	16	-3%	0%	13%	14	14%	nt
O=C(Nc1ccon1)c1csc2c1CCCC2	18%	17%	6	10%	2%	nt	11	14%	i	PMK inhibit pilot replicates=3.0;MK inhibit pilot replicates=0.0;Spn DPM-DC inh pilot screen %=0.0
COc1cccc(NC(=O)CCCn2c(=O)[nH]c3ccccc3c2=O)c1	-12%	0%	8	-21%	3%	7%	6	14%	i
COC(=O)c1sc(N)c(C(=O)OC)c1COC(=O)c1c(C)noc1C	56%*	51%*	11	65%*	-19%	nt	9	3%	i
